High-throughput results as filed in PubChem BioAssay.
S-ASM inh – Inhibitors of Secretory Acid Sphingomyelinase (S-ASM): qHTS. Sphingomyelin phosphodiesterase (Homo sapiens), P17405. placental ASM, HMU-PC fluorogenic substrate, 60 min. Potency, µM (titrated, usually from 57.5 µM), for the others: at the highest dose activity change, negative = inhibition, actives largely listed as inhibitors. hit rate 0.006% among 340,000. AID 504937, 2011; note: potency is the fitted concentration of half-maximal effect
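Steps: dispense placental human ASM, pin compound, wait 10 min at room temperature, add HMU-PC0 substrate at 9 uM final, incubate 60 min at 37 °C, add stop solution raising pH to 10, read fluorescence.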
TSHR antag – Antagonists of the Thyroid Stimulating Hormone Receptor: HTS campaign | Thyrotropin receptor (Homo sapiens), P16473 | TSHR-expressing cells, TSH-stimulated cAMP HTRF, 2 h; stronger effect = lower value | activity change, negative = inhibition, % at 11.5 µM | hit rate 0.2% among 330,000 | AID 504810, 2011;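 active = activity change below a set negative limit, meaning inhibition stronger than a set level, cut at about -70% in these data; inconclusive = activity change between two set negative limits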; note: % is set by controls: 0 for no effect and ±100 for the full control effect
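TSHR-expressing cells were treated with compounds, then stimulated with TSH at EC80 (4nM final) for 2 hours at 37 deg C. Cellular cAMP was measured by HTRF competition between lysate cAMP and cAMP-d2 for a cryptate-labelled anti-cAMP antibody.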
TCR act – Activators of T cell receptors: qHTS campaign; primary human leukocytes, anti-CD3, IL-2 HTRF, 48 h; Potency, µM (series often up to 9.22 µM), for inactives: at the highest dose activation of IL-2 secretion, usual class: activators; 330,000 tested, under 10 active; note: % of control where 0% means no effect
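Readout: HTRF IL-2, Eu-cryptate/d2 antibody pair, 320nm excitation, 665nm emission. Stimulus: a-CD3 beads, no co-stimulation. Cells: primary human leukocytes. Exposure: 48 hr with compound.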
CXXC DNA block – qHTS Fluorescence Polarization Assay for Inhibitors of MLL CXXC domain - DNA interaction; hit rate 0.037% among 290,000; Potency, µM (top dose mostly 115 µM), without a hit: at the top dose activity change, negative = inhibition, actives largely listed as inhibitors; Histone-lysine N-methyltransferase 2A (Homo sapiens), Q03164; MLL-CXXC / FITC-HOXA9 DNA fluorescence polarization; active = well fitted inhibition curve with a large enough effect in the polarisation, with a control signal flat, not every such curve was filed as active; inconclusive = small, poorly fitted or top-dose-only effect, or effect the other way, or a change in a side signal; inactive = no such curve, though single readings can be large or run the other way; the % refers to the polarisation; note: potency is the fitted concentration of half-maximal effect
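Purified MLL-CXXC (added from a 7 uM solution) was preincubated 5 min at ambient with pinned compounds in 50 mM Tris-HCl pH 7.5, 50 mM NaCl, 1 mM DTT, 0.05% BSA. Fluorescein-labeled HOX-A9 DNA (50 nM solution) followed, 30 min, then polarization read.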
A-T KAP1 phos – qHTS Assay for Identifying a Potential Treatment of Ataxia-Telangiectasia; […] A-T fibroblasts, KAP-1 phosphorylation AlphaLISA; neocarzinostatin DNA damage 30 min before lysis; hit rate 0.19% among 320,000; Potency, µM (doses to about 57.5 µM), for the others: top-dose activation, actives largely listed as activators; note: potency is the fitted concentration of half-maximal effect; % of control where 0% means no effect; nearly all actives have a fitted effect of over 45% in size
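hTERT-immortalized A-T patient fibroblasts ([…]), 500 cells/well in OPTI-MEM, 1% FBS, got compounds for 60 min, then NCS for 30 min at 37C. Lysates were then assayed for phospho-KAP-1 by AlphaLISA (anti-pKAP1 donor, anti-KAP1 acceptor beads), 6 hr at 25C.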
a7 integrin act – qHTS for Activators of Integrin-Mediated Alleviation for Muscular Dystrophy; alpha7betagal myoblasts, beta-gal FDG fluorescence, 48 h; Potency, µM (top dose mostly 38.3 µM), inactives show at the highest dose activation, usual class: activators; hit rate 0.064% among 350,000;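 note: potency is the fitted concentration of half-maximal effect; 100% = response of the positive control SU9516; nearly all actives have a fitted effect of over 60% in size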
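alpha7betagal+/- myoblasts (passage 13, 250/well) treated 48 h at 37C with compounds at 1:260 dilution of DMSO stock. Lysed, then beta-galactosidase activity read as FDG fluorescence (ex 480/em 540) after 30 min, with pre-read for autofluorescence.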
Menin-MLL TR inh – qHTS Assay for Inhibitors Targeting the Menin-MLL Interaction in MLL Related Leukemias: Competition With Texas Red Labeled MLL-derived Mutant Peptide; O00255; Menin + Texas Red MLL mutant peptide, fluorescence polarization; Potency, µM (series often up to 61.6 µM), for the others: at the highest dose FP activity change, negative = inhibition, actives largely listed as inhibitors; hit rate 0.23% among 270,000; active = well fitted inhibition curve with a large enough effect in the polarisation, with a control signal flat, not every such curve was filed as active; inconclusive = small, poorly fitted or top-dose-only effect, or effect the other way, or a change in a side signal; inactive = no such curve, though single readings can be large or run the other way; the % refers to the polarisation; note: potency is the fitted concentration of half-maximal effect; % of control where 0% means no effect; many of its hits are not listed in these tables
Mito fusion yeast – qHTS Assay for Small Molecule Inhibitors of Mitochondrial Division or Activators of Mitochondrial Fusion; hit rate 0.23% among 320,000; S. cerevisiae fusion-defective mutant growth rescue, CellTiterGlo 48 h; Potency, µM (series often up to 46.1 µM), for inactives: top-dose growth rescue (activation), most hits filed as activators;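 note: potency is the fitted concentration of half-maximal effect; % of control where 0% means no effect; nearly all actives have a fitted effect of over 45% in size; temperature-sensitive fusion mutants such as fzo1-1 at 37 °C on non-fermentable ethanol glycerol medium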
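Read-out: ATP-based luminescence (CellTiterGlo, 10 min ambient) reporting growth of fusion-defective ts yeast after 48 hours at 37C on glycerol/ethanol YPEG medium in the presence of compound.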
PTAP TSG101 blk – qHTS Assay for Iinhibitors of HIV-1 Budding by Blocking the Interaction of PTAP/TSG101 | Tumor susceptibility gene 101 protein (Homo sapiens), Q99816 | Fluorescence polarization, FITC-PTAP peptide / Tsg101 binding | Potency, µM (highest dose often 115 µM), for the others: top-dose activity change, negative = inhibition, most hits filed as inhibitors | 340,000 tested, under 10 active; active = well fitted inhibition curve with a large enough effect in the main read-out, with a control signal flat, not every such curve was filed as active; inconclusive = small, poorly fitted or top-dose-only effect, or effect the other way, or a change in a side signal; inactive = no such curve, though single readings can be large or run the other way; note: potency is the fitted concentration of half-maximal effect; % of control where 0% means no effect
Target sequence (Q99816 whole entry, looked up): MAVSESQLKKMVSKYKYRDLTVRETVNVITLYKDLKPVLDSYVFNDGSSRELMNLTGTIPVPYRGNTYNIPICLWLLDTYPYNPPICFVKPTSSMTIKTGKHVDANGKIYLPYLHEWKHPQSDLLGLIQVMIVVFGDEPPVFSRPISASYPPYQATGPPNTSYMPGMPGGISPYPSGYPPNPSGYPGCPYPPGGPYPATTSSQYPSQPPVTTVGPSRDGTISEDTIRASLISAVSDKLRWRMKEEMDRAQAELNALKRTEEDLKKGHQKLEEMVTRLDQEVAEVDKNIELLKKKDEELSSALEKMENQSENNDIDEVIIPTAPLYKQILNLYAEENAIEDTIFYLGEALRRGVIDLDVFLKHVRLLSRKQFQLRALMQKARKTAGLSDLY
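Fluorescence polarization binding of Tsg101 binding domain (10 uM final) to FITC-labeled PTAP peptide (50 nM final) in HEPES pH 7.5 buffer with NaCl, Tween 20, EDTA, TCEP. Compounds added before peptide; binding 20 min at RT.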
MBNL1 CUG block – qHTS Assay for Inhibitors of MBNL1-poly(CUG) RNA binding; hit rate 0.036% among 280,000; TR-FRET MBNL1-His/biotin-(CUG)12 binding, 665/545 ratio; Muscleblind-like protein 1 (Homo sapiens), Q9NR56; Potency, µM (highest dose often 57.5 µM), inactives show top-dose activity change, negative = inhibition, most hits filed as inhibitors; active = well fitted inhibition curve with a large enough effect in the signal ratio, with a control signal flat, not every such curve was filed as active; inconclusive = small, poorly fitted or top-dose-only effect, or effect the other way, or a change in a side signal; inactive = no such curve, though single readings can be large or run the other way; the % refers to the signal ratio; note: potency is the fitted concentration of half-maximal effect; % is set by controls: 0 for no effect and ±100 for the full control effect
Target sequence (Q9NR56 whole entry, looked up): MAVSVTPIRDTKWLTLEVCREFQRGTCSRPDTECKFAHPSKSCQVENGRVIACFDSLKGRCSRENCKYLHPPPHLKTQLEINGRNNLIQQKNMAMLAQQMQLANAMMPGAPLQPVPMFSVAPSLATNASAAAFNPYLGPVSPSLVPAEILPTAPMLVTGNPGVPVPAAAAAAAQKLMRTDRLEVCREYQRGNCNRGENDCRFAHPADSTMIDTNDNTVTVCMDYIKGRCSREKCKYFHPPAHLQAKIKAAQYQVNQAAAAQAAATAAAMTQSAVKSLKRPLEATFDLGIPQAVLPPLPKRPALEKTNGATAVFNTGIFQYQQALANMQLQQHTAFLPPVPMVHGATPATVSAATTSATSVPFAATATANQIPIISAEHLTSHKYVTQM
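Inhibition of protein-RNA binding appears as loss of TR-FRET between terbium anti-His antibody on MBNL1-His and streptavidin-XL665 on biotin-(CUG)12. Activity is normalized to buffer-only and uninhibited-complex controls.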
* = called active by the depositor; ? = inconclusive; nt = not tested or not shown; [ ] = another dose, or the depositor's remark. Unless noted, calls come from the whole dose curve; as a rule, active = well fitted curve in the direction sought with a large enough effect; inconclusive = small, poorly fitted or top-dose-only effect, or another doubt; inactive = no such curve, though single readings can be large; an effect the other way counts as inactive or inconclusive. An excerpt (hit frequency here may not be typical).

SMILES	S-ASM inh	TSHR antag	TCR act	CXXC DNA block	A-T KAP1 phos	a7 integrin act	Menin-MLL TR inh	Mito fusion yeast	PTAP TSG101 blk	MBNL1 CUG block
Cc1nn(-c2ccccc2)c(C)c1NC(=O)COC(=O)Cc1ccccc1F	1%	-2	-6%	nt	1%	15%	nt	5%	1%	nt
Cc1ccc(-c2noc(C3CCCN(C(=O)c4c(F)cccc4F)C3)n2)cc1 (configuration not stated)	-4%	-38	nt	3%	14%	-10%	-6%	25%	nt	0%
Cc1c(C(O)CN2CCN(Cc3ccc4c(c3)OCO4)CC2)c2ccccc2n1C (configuration not stated)	1%	-3	1%	10%	-4%	-45%[inhibitor]	-28%	0%	4%	-12%
Cc1ccc(S(=O)(=O)CCC(=O)Nc2nnc(-c3cccs3)o2)cc1	0%	0	-3%	nt	-1%	-49%[inhibitor]	nt	2%	-1%	nt
COc1ccc(/C=C/C2=CC(C)(C)NC(=S)N2)cc1	7%	-8	-2%	-9%	8%	-22%	-21%	19%	2%	10%
CCNC(=O)NC(=O)COC(=O)c1cccc(S(=O)(=O)N2CC3(C)CC2CC(C)(C)C3)c1 (configuration not stated)	-3%	6	9%	nt	-15%	-2%	nt	-3%	-6%	nt
CN(C)c1cccc(C(=O)OCCNC(=O)c2cccc(S(=O)(=O)N3CCOCC3)c2)c1	5%	11	-3%	-12%	3%	43%	nt	-19%	-6%	-14%
O=C(NOC(=O)c1ccccc1)c1ccccc1	2%	0	2%	55%[activator]	1%	6%	nt	-4%	0%	nt
CCN1C(=O)[C@H]2[C@H]3CN=C(SCC4CC4)N3[C@@](CC)(C(=O)OC)[C@H]2C1=O	6%	12	-2%[46.1 µM]	nt	6%	13%	nt	nt	-10%	nt
Cc1nnc2sc(-c3cccc(F)c3)nn2c1=O	-2%	-10	9%	2%	-12%	-37%	6%	6%	-4%	?
CNCc1cc(Cl)cc(OC)c1OC(C)C	-3%	4	-9%	9%	0%	23%	-1%	3%	1%	-5%
O=C(Cn1c(NCCO)nc2ccccc21)Nc1cccc(S(=O)(=O)N2CCCC2)c1	-1%	1	-1%	nt	14%	0%	nt	nt	0%	nt
Cc1ccnc(Nc2nc(-c3ccc(O)cc3O)cs2)c1	-11%	3	2%	29%	2%	3%	?	-6%	-3%	3%
NC(=S)N/N=C/c1coc2ccc(Cl)cc2c1=O	0%	-14	-6%	-6%	0%	-8%	-2%	-16%	-2%	-3%
Cc1ccc(S(=O)(=O)N(C)C)cc1NC(=O)C(C)OC(=O)c1ccc2ccccc2n1 (configuration not stated)	-3%	5	-1%	nt	6%	1%	nt	5%	-8%	nt
O=C(Nc1ccc(Oc2ccccc2)cc1)c1cnc2n(c1=O)CCS2	25%	-32	-3%	19%	-1%	29%	-18%	-6%	0%	-3%
CC1CCCN(C(=O)CSc2ncccn2)C1 (configuration not stated)	5%	5	0%	-3%	-2%	5%	-1%	1%	-5%	-3%
CSc1cccc(NS(=O)(=O)c2ccc3c(c2)NC(=O)C(C)C(=O)N3)c1 (configuration not stated)	2%	11	-4%	nt	7%	12%	13%	-2%	0%	-13%
c1cc(C2OCCN2CC2COC3(CCCC3)O2)ccn1 (configuration not stated)	8%	-11	2%	-3%	-2%	24%	3%	2%	-2%	-5%
Cc1ccc(C2Nc3ccccc3NC3=C2C(=O)OC(C)C3)cc1 (configuration not stated)	-1%	2	-4%[46.1 µM]	-2%	-2%	10%	2%	-5%	-1%	-9%
COc1ccc(C)c2sc(NNC(=O)COc3ccccc3)nc12	nt	8	nt	5%	2%	nt	-2%	-3%	nt	-2%
CC(=O)c1cccc(NC(=O)COC(=O)C2=COCCO2)c1	2%	-4	5%	45%[activator]	9%	-16%	-7%	-3%	-1%	1%
O=c1[nH]c2ccccc2nc1/C=C/c1ccc(F)cc1	nt	19	4%	?	19%	-24%	-3%	2%	?	?
Cc1cccc(OCCNc2cc(N3CCOCC3)ccc2[N+](=O)[O-])c1	-28%	-6	nt	11%	-3%	-39%	17%	5%	-1%	?
CC(C)(C)NC(=O)NC(=O)COC(=O)COc1ccc2c(c1)CCC2	-6%	-5	nt	-9%	-1%	16%	-18%	-5%	-6%	1%
More compounds follow.
SMILES	S-ASM inh	TSHR antag	TCR act	CXXC DNA block	A-T KAP1 phos	a7 integrin act	Menin-MLL TR inh	Mito fusion yeast	PTAP TSG101 blk	MBNL1 CUG block
CCCCN(CC)CCNC(=O)C1c2cc(OC)c(OC)cc2C(=O)N2CCc3ccccc3C12 (configuration not stated)	5%	5	-12%	4%	8%	1%	1%	0%	-6%	5%
CCOc1ccc(CCNC(=O)C2CCN(C(=O)N(C)C)CC2)cc1OCC	5%	-1	-9%	-4%	9%	2%	-3%	-7%	-8%	?
COc1ccc(C(C(=O)NCC2CCCO2)N(C(=O)c2snc(C(N)=O)c2N)c2ccccc2)cc1OC (configuration not stated)	nt	2	-4%	9%	7%	15%	-16%	1%	-1%	?
O=C(/C=C/c1ccco1)N/C(=C\c1ccco1)C(=O)NCCc1nc2ccccc2[nH]1	-4%	-11	10%[46.1 µM]	-7%	-10%	6%	10%	-6%	-1%	30%
Cc1cc(Cl)ccc1OCC(=O)N1CCN(c2ncccn2)CC1	-1%	-2	1%	0%	22%	?	-19%	18%	-1%	-5%
Cc1nc2ccccn2c1C(=O)NCc1cccnc1	3%	-12	-2%	8%	10%	-10%	0%	-4%	-17%	-3%
COc1ccc(CCNC(=O)COC(=O)c2cccs2)cc1OC	4%	0	-2%	-1%	7%	3%	-4%	1%	-3%	-5%
COc1cccc(Nc2nnc(SCC(=O)Nc3sccc3C(N)=O)s2)c1	-12%	-5	0%	-10%	-3%	-54%[inhibitor]	?	6%	-8%	11%
OC(COCc1ccc(Cl)cc1)CN1CCc2ccccc2C1 (configuration not stated)	5%	0	1%[46.1 µM]	7%	2%	-15%	-4%	4%	-3%	-10%
O=C1CC(C(F)(F)C(F)(F)C(F)(F)C(F)F)=Nc2ccccc2N1	-4%	-12	-15%	-1%	3%	1%	4%	1%	-11%	-6%
COc1cc2c(cc1OC)C(c1cc(C)ccc1C)CC(=O)N2 (configuration not stated)	-1%	-8	-2%	-1%	-20%	19%	0%	5%	-4%	6%
COC(=O)C1=C(C)NC(C)=C(C(=O)OC)C1c1ccc(-c2cccc([N+](=O)[O-])c2)o1	-10%	0	2%	-1%	-15%	23%	nt	1%	-10%	4%
CCN(CC)C(=O)CSCc1cnn(-c2ccccc2)c1-n1cccc1	-3%	-23	2%	-1%	nt	1%	-14%	-2%	-7%	-7%
Cc1cc(NC(=O)CCN2C(=O)/C(=C/c3ccccc3F)SC2=S)no1	nt	-1	nt	-9%	-2%	nt	20%	5%	nt	-6%
Cc1nc2oc3ccc(Cl)cc3c(=O)c2cc1C(=O)O	32%[activator]	-14	-4%	4%	-14%	-11%	32%[activator]	15%	0%	?
Cc1[nH]c(C)c(S(=O)(=O)N2CCN(c3cccc(C(F)(F)F)c3)CC2)c1C(=O)N1CCCC1	0%	10	8%	1%	-12%	-12%	nt	-2%	0%	-7%
Cc1cc(C(=O)OCC(=O)Nc2c(Cl)cccc2C(F)(F)F)c(C)o1	-1%	38	8%	nt	1%	10%	nt	12%	-1%	nt
Cc1c(CC(=O)N2CCN(C(=O)C3COc4ccccc4O3)CC2)c(=O)oc2c(O)c(O)ccc12 (configuration not stated)	30%	3	-2%	10%	-10%	0%	nt	-7%	2%	-3%
Cc1ccc(NC2CCCN(C(=O)c3cnc4ccccn4c3=O)C2)cc1C (configuration not stated)	13%	13	7%	-4%	0%	17%	-3%	-5%	0%	9%
NS(=O)(=O)c1ccc(CCNC(=O)CN2CCN(c3ccccc3O)CC2)cc1	0%	-3	3%[46.1 µM]	0%	-3%	-11%	1%	-20%	-3%	-11%
COC1=CC(=O)OC(c2ccco2)C1 (configuration not stated)	-3%	nt	1%	nt	nt	?	nt	nt	-3%	nt
